TrxR1 substrate – substrates of rat thioredoxin reductase 1. O89049. purified TrxR1 substrate turnover, NADPH consumption readout. Potency, µM (highest dose often 114 µM), for the others: at the top dose activity change, negative = substrate turnover. 0.01% of 390,000 active; also: potency is read from the fitted curve at half-maximal effect; % is scaled to controls: 0 for no effect and ±100 for the full control effect; nearly all actives have a fitted effect of over 50% in size
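Rat TrxR1, dispensed at 90 nM, was prereduced with 400 uM NADPH (final) for 5 min at ~22 deg C, then incubated with compound 15 min before 400 uM selenite. A first-read NADPH fluorescence drop versus no-compound background flagged substrates.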
USP1-UAF1 inh – USP1/UAF1 (human) deubiquitinase inhibition; recombinant USP1/UAF1, Ub-Rhodamine cleavage fluorescence; Potency, µM (top dose mostly 57.1 µM), for the others: top-dose activity change, negative = inhibition, usual class: inhibitors; 0.23% of 390,000 active; O94782; also: potency is read from the fitted curve at half-maximal effect; % is scaled to controls: 0 for no effect and ±100 for the full control effect; nearly all actives have a fitted effect of over 60% in size; inactives centre near -12
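Step one: compound is pinned into 1nM USP1/UAF1 in HEPES pH 7.8 buffer with TCEP. Step two: 15 min room-temperature incubation. Step three: Ub-Rho (150nM final) starts cleavage, tracked by fluorescence over six one-minute reads.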
Tb PGK inh – T. brucei PGK inhibition | P07378 | PGK/GAPDH coupled, Kinase-Glo luminescence, 60 min | Potency, µM (series often up to 57.5 µM), without a hit: top-dose activity change, negative = inhibition, most hits filed as inhibitors | 0.043% of 380,000 active; also: potency is read from the fitted curve at half-maximal effect; % is scaled to controls: 0 for no effect and ±100 for the full control effect; nearly all actives have a fitted effect of over 60% in size
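Recombinant glycosomal PGK reaction used 1,3-bisphosphoglycerate generated in-well by GAPDH (100nM final) in 100mM TEA pH 7.6, 5mM MgCl2, 0.01% Tween-20. After 60 minutes at room temperature, ATP was read by Kinase-Glo Plus luminescence end-point.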
PI4K2A inh – inhibitors of human PI4K2A; Q9BTU6; purified PI4K2A, ADP-Glo luminescence, 1 h; hits give low values; activity change, negative = inhibition, % at 76.9 µM; 0.13% of 420,000 active; AID 1346378; in the data active = activity change below about -50%; inconclusive = mostly about -30% to -49%;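 also: -100% = wells without enzyme as full effect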
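ADP-Glo luminescence measured ADP generated by PI4K2A enzyme (4 ug/mL before mixing) with 1.2 mM PI substrate (pre-mix) and 300 microM ATP (pre-mix). Tris pH7.5 buffer with MgCl2, Triton X-100; 1 h reaction at ambient temperature.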
rTrxR1 inhibitor – rat TrxR1 inhibition; Potency, µM (top dose mostly 114 µM), for the others: at the top dose activity change, negative = inhibition, hits mostly inhibitors; 1% of 390,000 active; O89049; recombinant rTrxR1, NADPH fluorescence consumption, selenite substrate; AID 588453; also: potency is read from the fitted curve at half-maximal effect; % is scaled to controls: 0 for no effect and ±100 for the full control effect; nearly all actives have a fitted effect of over 65% in size
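Rat TrxR1 (90 nM in the dispensed reagent) was pre-reduced with 400 uM NADPH for 5 min at room temperature, then incubated with compound for 15 min. After 400 uM selenite was added, NADPH fluorescence (Ex 340/Em 450 nm) was followed for 8 min.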
Pin1 inh – inhibitors of human Pin1 | Q13526 | Pin1 FP peptide displacement, HiFluor488, 10 min | Potency, µM (titrated, usually from 115 µM), for the others: at the highest dose activity, negative = inhibition, most hits filed as inhibitors | 0.009% of 390,000 active | AID 504891; active = well fitted inhibition curve with a large enough effect in the polarisation, with a control signal flat, not every such curve was filed as active; inconclusive = small, poorly fitted or top-dose-only effect, or effect the other way, or a change in a side signal; inactive = no such curve, though single readings can be large or run the other way; the % refers to the polarisation; also: potency is read from the fitted curve at half-maximal effect; % is scaled to controls: 0 for no effect and ±100 for the full control effect
Target sequence (Q13526 whole entry, looked up): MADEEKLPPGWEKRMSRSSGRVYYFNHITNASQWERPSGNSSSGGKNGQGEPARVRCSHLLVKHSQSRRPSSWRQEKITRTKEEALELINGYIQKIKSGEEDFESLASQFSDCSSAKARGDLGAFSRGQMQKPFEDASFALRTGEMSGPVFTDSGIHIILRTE
GLS inh – inhibitors of human glutaminase (GLS). Potency, µM (series often up to 45.5 µM), without a hit: at the highest dose activity change, negative = inhibition, most hits filed as inhibitors. 0.21% of 410,000 active. GLS enzymatic activity, qHTS titration. O94925; also: potency is read from the fitted curve at half-maximal effect; % is scaled to controls: 0 for no effect and ±100 for the full control effect
Target sequence (O94925 whole entry, looked up): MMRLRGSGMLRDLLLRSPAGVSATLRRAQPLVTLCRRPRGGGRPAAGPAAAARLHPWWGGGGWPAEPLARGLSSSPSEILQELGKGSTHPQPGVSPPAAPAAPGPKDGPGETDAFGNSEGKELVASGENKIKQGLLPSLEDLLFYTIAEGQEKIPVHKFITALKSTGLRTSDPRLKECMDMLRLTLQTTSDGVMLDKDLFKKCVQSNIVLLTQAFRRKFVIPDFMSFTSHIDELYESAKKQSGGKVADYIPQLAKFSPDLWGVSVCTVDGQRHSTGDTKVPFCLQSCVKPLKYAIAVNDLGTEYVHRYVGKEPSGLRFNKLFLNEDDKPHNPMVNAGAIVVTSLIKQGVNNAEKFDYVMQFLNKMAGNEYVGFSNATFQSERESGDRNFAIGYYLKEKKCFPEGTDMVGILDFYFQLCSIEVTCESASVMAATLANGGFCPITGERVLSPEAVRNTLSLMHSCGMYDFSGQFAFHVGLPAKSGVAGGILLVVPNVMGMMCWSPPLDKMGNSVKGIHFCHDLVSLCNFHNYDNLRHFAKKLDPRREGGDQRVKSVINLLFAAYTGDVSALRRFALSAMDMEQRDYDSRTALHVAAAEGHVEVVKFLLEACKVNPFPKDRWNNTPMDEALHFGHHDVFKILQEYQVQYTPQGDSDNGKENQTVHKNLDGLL
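Compounds were pin-transferred onto hKGA, after which L-glutamine (1 mM solution) and a detection mix of glutamate oxidase, HRP and Amplex Red were added. Initial and 30 min RT fluorescence reads were collected.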
mIDH1 inhibitor – blocks human mutant IDH1 R132H enzyme; AID 602179; IDH1-R132H enzyme, NADPH consumption, diaphorase/resazurin fluorescence; Potency, µM (series often up to 76.6 µM), for the others: at the top dose activity change, negative = inhibition, most hits filed as inhibitors; 0.093% of 390,000 active; also: potency is read from the fitted curve at half-maximal effect; % is scaled to controls: 0 for no effect and ±100 for the full control effect; nearly all actives have a fitted effect of over 65% in size
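IDH1-R132H (0.5 ug/mL dispensed) in pH 7.5 Tris buffer was preincubated 30 min with compound, then given a substrate mix of 0.016 mM NADPH and 2 mM alpha-KG for 80 min at room temperature; remaining NADPH was read by diaphorase/resazurin fluorescence.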
HP1b chromo inh – blocks HP1-beta chromodomain binding to methylated histone tails; Potency, µM (doses to about 114 µM), inactives show at the highest dose activity change, negative = inhibition, actives largely listed as inhibitors; AlphaScreen HP1-beta / biotin-H3K9me3 peptide binding; 0.56% of 390,000 active; AID 540317; also: potency is read from the fitted curve at half-maximal effect; nearly all actives have a fitted effect of over 70% in size; inactives centre near 23
Target sequence (P83916 whole entry, looked up): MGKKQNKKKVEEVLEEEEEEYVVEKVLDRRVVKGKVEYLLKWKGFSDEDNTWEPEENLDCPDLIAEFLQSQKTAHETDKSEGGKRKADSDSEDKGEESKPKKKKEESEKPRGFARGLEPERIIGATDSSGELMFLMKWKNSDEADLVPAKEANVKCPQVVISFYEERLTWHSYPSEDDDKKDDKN
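Compound inhibition of the preformed complex between 50 nM HP1-beta and 50 nM biotinylated H3K9me3 peptide was read by AlphaScreen. Buffer was PBS pH 7.4 with 0.01% Tween-20. Incubations ran 30 min at room temperature, with 10 ug/mL donor/acceptor beads.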
* hit, by the source's call; i = inactive; ? = inconclusive; · = no result given; [ ] = another dose, or the depositor's remark. Unless noted, calls follow the shape of the dose curve; as a rule, active = well fitted curve in the direction sought with a large enough effect; inconclusive = small, poorly fitted or top-dose-only effect, or another doubt; inactive = no such curve, though single readings can be large; an effect the other way counts as inactive or inconclusive.

SMILES	TrxR1 substrate	USP1-UAF1 inh	Tb PGK inh	PI4K2A inh	rTrxR1 inhibitor	Pin1 inh	GLS inh	mIDH1 inhibitor	HP1b chromo inh
Cc1ccc(N2CC(C(=O)NC(C)CCc3ccccc3)CC2=O)cc1 (centres undefined)	-1.2%	-22.3%	i	0.2	10.2%	-1.7%	-8.5%	0.0%	27.9%
COc1ccc(CCNc2nc3ccc(Cl)cc3n3cnnc23)cc1OC	8.8%	15.8%	·	-4.2	6.1%	3.9%	2.2%	·	14.3%
CC(=O)c1cccc(NC(=O)CC2S/C(=N/N=C/c3ccccc3)NC2=O)c1 (centres undefined)	0.7%	-10.6%	·	-2.5	22.7%	16.3%	2.8%	-5.1%	58.3%[activator]
CCCc1nc2ccccc2c(C(=O)OCC(=O)Nc2c(C)n(C)n(-c3ccccc3)c2=O)c1CC	-4.1%	-19.5%	-0.8%	2.3	-6.2%	-8.5%	3.1%	1.6%	25.4%
C=CCSc1nc(C)c(CC=C)c(=O)[nH]1	4.2%	0.0%	3.1%	-1.7	8.5%	-1.1%	4.6%	2.7%	19.4%
O=C(NC1CCCCC1)C1c2ccccc2C(=O)N1Cc1ccc2c(c1)OCO2 (centres undefined)	8.4%	-3.6%	7.0%	-14.6	-4.9%[57.1 µM]	0.7%	4.7%	0.5%	27.7%
O=C(O)Cn1c(Cc2ccccc2)nc2ccccc21	-13.5%	-12.1%	7.7%	1.3	-19.8%	1.5%	4.0%	0.5%	47.3%[activator]
CCCOc1cccc(C(=O)Nc2ccc(Br)cc2F)c1	-17.1%	-1.0%	3.2%	-0.8	-24.4%	-2.5%	8.7%	2.9%	31.2%
O=C(Nc1ccc(Cc2ccc(NC(=O)N3CCOCC3)cc2)cc1)N1CCOCC1	3.4%	-7.7%	-8.4%	2.8	24.3%	-0.5%	-2.3%	7.2%	4.6%
Cc1cc(CN(C)C(=O)CC2C(=O)NCCN2Cc2ccc(F)c(F)c2)on1 (centres undefined)	4.2%	-13.4%	i	1.6	16.7%	-6.8%	3.4%	0.0%	35.4%
O=C(Cn1ncc2c3ccccc3n(Cc3cccc(Cl)c3)c2c1=O)N1CCCCC1	11.1%	?	-9.2%	-4.4	15.1%	?	-3.5%	-10.9%	22.1%
CCn1c(N)cc(=O)[nH]c1=S	-7.9%	-15.3%	-0.7%	1.1	-11.5%	1.9%	-0.7%	4.2%	49.3%[activator]
O=C(Nc1cccc(C(F)(F)F)c1)c1cccnc1NCCO	6.6%	-6.7%	-6.9%	-3.0	-2.0%	11.9%	0.8%	17.5%	30.6%
COc1ccc(CC(=O)n2nc(-c3ccc(Cl)cc3)nc2NCc2ccco2)cc1	19.5%	-15.1%	i	5.4	13.5%	10.0%	0.6%	9.3%	25.6%
CC(C)c1ccccc1NC(=S)N(C)C	10.3%[57.1 µM]	-2.5%	-8.0%	1.9	29.2%[57.1 µM]	-6.0%	-8.5%	-3.2%	13.1%
COc1ccc(NC(=O)Cn2nc(Cc3cccnc3)c3ccccc3c2=O)cc1OC	0.9%[57.1 µM]	-4.2%	-1.4%	4.4	1.2%[57.1 µM]	-2.4%	-1.7%	-6.0%	17.3%
O=C(CC1C(=O)NCCN1C(=O)Nc1ccc(F)cc1F)Nc1ccc(F)cc1 (centres undefined)	-7.9%[57.1 µM]	-7.3%	-3.9%	2.7	28.4%[57.1 µM]	-1.0%	-5.7%	6.6%	19.7%
COCCNC(=O)C(Cc1c[nH]c2ccccc12)NC(=O)OCc1ccccc1 (centres undefined)	-5.4%	-19.0%	-3.9%	-3.2	-2.4%	4.6%	-2.6%	6.3%	66.3%[activator]
O=C1ON=C(c2ccccc2)/C1=C/c1ccc(-c2ccccc2[N+](=O)[O-])o1	-5.6%	?	i	?	?	·	-7.2%	?	50.1µM*
CCc1noc(C)c1C(=O)N1CCN(S(=O)(=O)c2cccc(C(F)(F)F)c2)CC1	-1.5%	-16.1%	-5.6%	1.1	2.8%	1.6%	3.6%	-1.0%	39.4%[activator]
COc1ccc(-n2nnnc2C2CCN(S(=O)(=O)c3cccc(Cl)c3C)CC2)cc1	6.5%	-16.5%	8.2%	-0.3	29.9%	24.2%	-4.9%	-9.1%	45.6%[activator]
CC(C)(C)NC(=O)CN(Cc1cccs1)C(=O)C1COc2ccccc2O1 (centres undefined)	2.1%	-22.7%	-9.5%	-3.6	8.4%	-2.3%	-0.5%	-0.3%	11.7%
COc1c(Cl)cc(C(=O)N(Cc2ccc(C)o2)C2CCS(=O)(=O)C2)cc1Cl (centres undefined)	-1.0%	-12.9%	-5.1%	-2.4	-14.6%	0.2%	-2.6%	-6.9%	-23.5%
O=C(CSC1=NS(=O)(=O)c2ccccc2N1)Nc1nccs1	-0.6%	0.2%	0.6%	-3.3	-4.5%	-9.3%	4.8%	-4.4%	15.2%
CCOc1ccc(C2C(C(=O)Nc3ccc(F)cc3)=C(C)Nc3nc(CCCO)nn32)cc1 (centres undefined)	11.2%[57.1 µM]	-10.8%	-4.1%	-0.1	10.9%[57.1 µM]	2.3%	10.5%	-2.5%	48.2%[activator]
Cc1ccccc1-n1ncc(C(C)NS(=O)(=O)c2sccc2C)c1C (centres undefined)	-9.4%	-12.3%	-1.2%	-2.5	-3.7%	-5.0%	1.0%	2.4%	7.1%
CC1CCN(Cc2nc3c(c(=O)n(C)c(=O)n3C)n2CCc2ccccc2)CC1	-4.0%	0.7%	-1.6%	4.4	4.6%[57.1 µM]	-2.6%	1.6%	-0.5%	23.8%
Cc1nc(NC(=S)NC(=O)c2cncc(Br)c2)ccc1Br	-5.2%[57.1 µM]	-14.1%	-8.6%	-0.5	12.4%[57.1 µM]	-1.5%	-0.7%	-6.1%	6.3%
O=C(/C=C(\O)c1ccccc1)C(=O)NNC(=O)c1ccccc1	1.3%	-23.0%	i	-10.7	-5.4%	-14.0%	18.4%	0.4%	31.6%
COCC(=O)N(Cc1nc2ccccc2c(=O)[nH]1)Cc1cccs1	10.2%[57.1 µM]	-2.8%	-0.1%	0.0	-3.5%	2.0%	-15.9%	-3.4%	-3.4%
COc1cccc(CSc2nnc(-c3ccco3)n2C)c1	-6.6%	-12.0%	i	-5.2	-11.5%	-8.6%	5.4%	-2.1%	30.2%[activator]
Cc1ccc(NC(=O)CSc2nnc(Cc3cccn3C)n2-c2ccc(F)cc2)cc1	4.0%	-18.2%	-2.8%	-11.8	27.6%	3.7%	0.0%	-8.3%	-17.3%
CS(=O)(=O)N1CCN(c2nnc(-c3ccccc3)c3ccccc23)CC1	-2.2%	-7.9%	i	-4.7	6.0%	2.4%	-3.1%	6.6%	29.8%
O=C(Nc1c(C(=O)N2CCOCC2)cnn1-c1ccccc1Cl)c1ccco1	1.2%	-8.6%	-6.7%	8.0	7.2%	-1.3%	-2.1%	8.7%	43.8%[activator]
O=C(NCC(=O)N1CCCCCCC1)c1ccc(Cl)c(Cl)c1	·	-16.7%	2.9%	-2.2	·	·	-4.3%	-8.0%	·
O=C(c1ccco1)N1N=C(c2cccs2)CC1c1ccco1 (centres undefined)	2.1%	-18.8%	3.7%	1.3	-2.8%	-2.3%	3.3%	-1.4%	16.7%
COc1ccc(-c2csc(C3=C(O)CN(Cc4ccc(Cl)cc4)C3=N)n2)cc1OC	-2.2%[57.1 µM]	-16.4%	-4.6%	9.9	-7.4%[57.1 µM]	31.2%[activator]	1.7%	-5.9%	22.7%
COc1ccc(C2/C(=C(/O)c3ccccc3)C(=O)C(=O)N2c2ncccn2)cc1OC (centres undefined)	-6.5%	-9.7%	3.2%	-0.5	1.5%	2.1%	8.91µM*	-4.2%	15.5%
O=C(CSc1nc2ccccc2o1)N1CCN(c2ccc(Cl)cc2)CC1	9.6%[57.1 µM]	-6.0%	7.4%	-2.1	16.1%[57.1 µM]	-5.6%	14.5%	-5.7%	14.7%
Cc1ccc(CCC(=O)Nc2ccc(CC(=O)O)cc2)o1	8.3%[57.1 µM]	-3.7%	6.6%	-0.9	5.9%[57.1 µM]	-0.7%	?	5.4%	-0.5%
COCCC(=O)N1CCC(Oc2ccc(C(=O)N3CCCCCC3)cc2)CC1	-1.9%	-23.7%	-4.3%	-3.6	9.9%	1.0%	18.9%	10.2%	10.7%
Cc1ccccc1CCN(CC(=O)NCc1ccc(F)cc1)C(=O)c1csnn1	2.9%[57.1 µM]	-13.4%	-6.7%	-2.4	10.3%[57.1 µM]	-3.1%	-1.0%	-1.0%	4.3%
CSc1nsc(SCC(=O)Nc2ccc(Br)cn2)n1	-2.4%[57.1 µM]	-5.7%	-7.2%	1.4	4.4%[57.1 µM]	8.2%	-0.9%	14.6%	26.0%
Cc1ccc(C)c(CNS(=O)(=O)c2c(C(=O)N3CCCC3)c(C)n(C)c2C)c1	2.2%	-10.5%	6.2%	4.7	8.5%	-2.9%	1.5%	1.5%	41.2%[activator]

Only part of the results is shown, so the mix of outcomes need not match the whole.
